Assay outcomes (PubChem)
Diaphorase act: activates diaphorase or chemically reduces, flagging diaphorase assay artifacts; Diaphorase/resazurin coupled assay, resorufin fluorescence, 16 min; hits give high values; 1 = vehicle wells, 0 = NADH-free wells; activation factor at 20 µM; 190,000 compounds, 0.005% hits;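 active = diaphorase activity raised at least twofold by the compound at 20 µM; inactive = activation factor below 2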
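Test system: Clostridium kluyveri diaphorase, purified enzyme; input: enzyme 0.07 U/mL final; buffer or medium: 50 mM HEPES pH 7.4 with 4.542 mM MgCl2, 0.005% Tween 20; also added: 0.114 mM NADH and 0.1 mM resazurin, final amounts; schedule: 16 min enzyme reaction, ambient temperature; technique: fluorescence of resorufin, 544 nm excitation, 590 nm emission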
PMI activator: activators of human phosphomannose isomerase | P34949 | purified human PMI, coupled resazurin fluorescence, 20 min; hits give high values; 1 = vehicle control, 0 substrate-free wells | activation factor at 20 µM | 190,000 compounds, 0.005% hits | AID 1214;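 active = activation factor of 2 or more at 20 µM, relative to plate controls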
Target sequence (P34949 whole entry, looked up): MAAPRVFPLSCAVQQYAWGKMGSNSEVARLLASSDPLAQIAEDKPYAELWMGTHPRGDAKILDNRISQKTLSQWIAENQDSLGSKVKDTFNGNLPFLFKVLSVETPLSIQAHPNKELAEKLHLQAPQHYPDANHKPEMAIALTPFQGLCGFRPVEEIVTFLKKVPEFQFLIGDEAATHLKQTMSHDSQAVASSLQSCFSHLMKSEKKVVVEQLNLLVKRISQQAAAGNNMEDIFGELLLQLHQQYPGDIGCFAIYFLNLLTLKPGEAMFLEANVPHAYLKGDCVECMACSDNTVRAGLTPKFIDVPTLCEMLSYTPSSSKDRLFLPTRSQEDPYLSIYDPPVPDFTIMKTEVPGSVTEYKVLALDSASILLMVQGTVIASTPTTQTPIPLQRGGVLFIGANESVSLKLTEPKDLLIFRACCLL
TLR4 MyD88 comp: blocks binding of human TLR4 to MyD88; 200,000 compounds, 0.18% hits; O00206+Q99836; inhibition, % at 8.4 µM; HeLa CL3-4 TLR4/MyD88 BLA complementation, FRET ratio; in the data active = inhibition above about 25%;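 also: 0% = vehicle and 100% = reference inhibitor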
Hsp70 act: switches on Hsp70 transcription; HeLa Hsp70 promoter luciferase reporter, luminescence; scaled: vehicle 0, proteasome-inhibitor control 100%; activation, % at 10 µM; 200,000 compounds, 0.04% hits;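 active = activation above the mean across all tested compounds plus 3 SD, cutoff set per campaign, cut at about 5.5% in these data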;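 also: 100% = MG132 at 30 µM as the positive control and 0% = DMSO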
L major viab: Leishmania major promastigote growth inhibition; Leishmania major promastigotes, resazurin fluorescence viability; 200,000 compounds, 9% hits; inhibition, % at 10 µM; AID 1063;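 also: promastigotes grown with compound for 44 hours at 28 °C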
S1P3 antagonist: S1P3 (human) receptor antagonism | Q99500 | CHO S1P3 NFAT-BLA reporter, FRET fluorescence, antagonist mode | inhibition, % at 4.98 µM | 170,000 compounds, 0.27% hits | AID 485;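 active = inhibition above the plate cutoff, the mean inhibition of test wells on that plate plus 3 SD, cut at about 28% in these data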;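 also: cells challenged with S1P at its EC80 of 0.8 µM; blue over green emission ratio from cleaved BLA substrate after 4 h stimulation; 0% = S1P-stimulated wells and 100% = unstimulated DMSO-only wells; some compounds past the cut are filed as inactive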
Target sequence (Q99500 whole entry, looked up): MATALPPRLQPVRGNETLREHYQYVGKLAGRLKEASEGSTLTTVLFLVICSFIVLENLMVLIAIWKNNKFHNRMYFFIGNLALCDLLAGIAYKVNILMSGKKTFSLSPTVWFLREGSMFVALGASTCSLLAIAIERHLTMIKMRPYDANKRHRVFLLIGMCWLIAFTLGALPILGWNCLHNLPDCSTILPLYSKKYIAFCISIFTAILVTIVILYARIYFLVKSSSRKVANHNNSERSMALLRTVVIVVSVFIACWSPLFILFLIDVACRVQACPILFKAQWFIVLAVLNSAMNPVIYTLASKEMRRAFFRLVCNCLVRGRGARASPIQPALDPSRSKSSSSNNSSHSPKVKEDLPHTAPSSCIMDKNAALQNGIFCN
Redox H2O2 prof: compounds producing H2O2 with reducing agent – biochemical, NIH compound library profiling, artefact control for MLSCN library redox annotation, primary screen | DTT-dependent redox cycling H2O2, phenol red/HRP absorbance; 100% = 100 µM peroxide control, 0% = buffer | activation, % at 10 µM | 200,000 compounds, 0.03% hits | AID 878;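 active = activation of at least 50% relative to the plate's high and low controls in the primary single-dose screen; inactive = activation below 50%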;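 also: compound incubated with DTT at 0.8 mM final as the reducing agent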
RAM inhibit: inhibitors of the yeast RAM network; S. cerevisiae dse1pr::URA3 reporter, 5-FOA growth OD615, 2 d; analog-sensitive cbk1-as2 kinase mutant strain; inhibition, % at 50 µM; 190,000 compounds, 1.8% hits;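 active = inhibition above a set limit, 3 SD over mean compound inhibition, cut at about 8.4% in these data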;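 also: 0% = DMSO-only wells with no growth and 100% = 10 µM 1-NA-PP1 full growth; inhibition rescues growth on 5-FOA so higher OD means more RAM inhibition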
Diaph inh CS: inhibits diaphorase or chemically oxidizes, flagging diaphorase assay artifacts. inhibition, % at 20 µM. diaphorase resazurin-to-resorufin fluorescence, NADH, 16 min; bacterial (C. kluyveri) enzyme, not human. 190,000 compounds, 0.69% hits. AID 1217;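 active = primary screen inhibition at 20 µM above a set limit, cut at about 50% in these data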;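 also: plate controls were DMSO with full reaction for no effect and wells lacking NADH for full effect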
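System: Bacterial diaphorase enzyme (C. kluyveri) | Incubation: 16-min room-temperature incubation before reading | Benchmarks: No-NADH positive control and DMSO neutral control | Measured by: Resorufin fluorescence 544/590 nm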
G6PDH CS: L. mesenteroides G6PDH inhibition counter-screen; Purified L. mesenteroides G6PDH, diaphorase/resazurin coupled fluorescence, 45 min; inhibition, % at 5 µM; 200,000 compounds, 0.12% hits
PMI act hi M6P: PMI (human) activation, high substrate | P34949 | coupled PMI enzyme assay, resazurin fluorescence, 20 min; hits give high values; 1 = untreated enzyme, 0 = substrate-free blank | activation factor at 20 µM | 190,000 compounds, 0.34% hits | AID 1216;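 active = activation factor of 2 or more at 20 µM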
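assay system = human phosphomannose isomerase with PGI, G6PDH, diaphorase coupling enzymes | quantity = 15 ng/mL PMI | incubation = enzyme reaction with compound 20 min at room temperature | medium = HEPES pH 7.4 buffer with MgCl2 and Tween-20 | compound dosing = one concentration, 20 µM, in 1% DMSO | measured by = Diaphorase-driven resazurin-to-resorufin fluorescence, excitation 544, emission 590 nm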
Active calls of the source: *; · = no result given. Rule as the data show it, unless noted: active = inhibition above about 50%; inactive = the rest.

SMILES	Diaphorase act	PMI activator	TLR4 MyD88 comp	Hsp70 act	L major viab	S1P3 antagonist	Redox H2O2 prof	RAM inhibit	Diaph inh CS	G6PDH CS	PMI act hi M6P
Cc1ccc(N/N=C/c2c(C)c(C#N)c(=O)n(C)c2O)cc1C	0.3	0.6	-2	-0.4	80*	1	0.2	13*	69*	30	0.8
CO/C=C\C=C/c1nnn(-c2ccc(Cl)cc2)n1	0.9	1	-6	0.0	7	-6	-0.3	-1.0	7	1	0.9
O=C(c1cc(-c2ccccc2)on1)N1CCCC1	0.9	0.9	-8	0.0	-5	1	0.3	0.9	9	5	0.9
CCOc1ccccc1-n1c(=S)sc2c(=O)n(-c3ccccc3)c(=S)[nH]c21	0.7	0.9	8	-0.2	-4	13	-0.7	7.2	27	9	0.9
O=C(CCC1CCCC1)N1CCN(S(=O)(=O)Cc2ccccc2)CC1	0.8	0.9	-1	0.0	-3	-25	-0.8	0.4	18	3	0.9
Cc1cc(C)nc(Nc2n[nH]c(-c3ccccc3Cl)n2)n1	0.9	1	-6	0.1	29	24	0.1	1.6	6	7	1
CC1(CC(=O)O)C(=O)N=C2C=CC=CN21 (stereo unspecified)	1.1	1.1	-7	-0.1	-4	-23	-0.7	0.7	-8	-2	1.1
COc1ccc(CCNC(=O)C2CCN(c3nccc(C)n3)CC2)cc1	1	1	2	0.1	-3	-12	-0.7	1.4	-2	4	1.1
Oc1cccc(C2c3[nH]c4ccccc4c3CCN2Cc2ccoc2)c1 (stereo unspecified)	0.7	0.8	-5	-0.3	-2	-1	0.0	0.6	28	21	0.8
CCCCn1c(CN2CCOCC2)nc2c1c(=O)n(C)c(=O)n2C	1.1	1	-28	-0.2	-8	7	-0.1	·	-5	-4	1
CN(C)CC(C(=O)c1ccccc1)c1ccccc1 (stereo unspecified)	0.9	0.9	23	-0.3	100*	25	-2.5	1.0	9	-5	1
Nc1cccc(-c2cc(-c3ccccc3)nc(-c3cccc(N)c3)n2)c1	0.8	1	0	-0.2	64*	-6	0.0	3.2	18	-2	1
CCNC(=S)NNC(=O)c1cc(-c2ccccc2C)nc2ccccc12	1	1.2	5	-0.3	29	·	-5.7	4.3	3	-2	1.5
Nc1ccc2nc(-c3cc(Cl)c(N)c(Cl)c3)[nH]c2c1	1.2	1.4	2	-0.1	28	·	1.3	3.0	-25	4	1.3
Cc1ccc(-c2nnn(CC(=O)N(c3cccc(O)c3)C(C(=O)NC(C)(C)C)c3cccs3)n2)o1 (stereo unspecified)	0.9	1.2	-6	-0.3	-1	12	2.1	6.0	14	8	1
COC(=O)c1cn(NC(=O)c2cccc(N(C)C)c2)c(=O)c2ccccc12	0.7	0.9	-13	0.1	-4	·	-0.5	0.7	26	-1	0.9
N#CC1=C2SCN(c3ccccc3)CN2C(=O)CC1c1cccs1 (stereo unspecified)	0.5	1.1	-5	0.2	3	1	1.8	0.6	49	26	1
Cc1csc(Nc2ccc(Cl)cc2)[n+]1-c1ccc(Cl)cc1	0.9	0.9	15	-0.1	15	-4	0.0	1.0	12	-4	1
O=c1cc(-c2ccccc2Cl)oc2ccc([N+](=O)[O-])c(O)c12	0.9	0.8	-12	-0.3	-2	-17	0.7	5.1	10	12	1
O=C(NCCCN1CCOCC1)c1cc(-c2ccccc2)on1	0.9	0.9	-2	0.9	12	-12	1.1	0.1	10	9	0.9
COC(=O)CSc1nc2sc3c(c2c(=O)n1-c1ccccc1)CCN(C)C3	0.8	0.9	-7	-0.2	9	7	-3.1	0.0	21	14	0.8
COc1ccc(C(=O)OCC(=O)NCc2ccccc2)c(OC)c1OC	0.8	0.9	-11	-0.1	-6	-6	-2.6	1.0	18	3	0.9
CCSC1(SCC)N=C(N)C2(C#N)C(c3ccccc3)NC3=C(CCC3)C12C#N (stereo unspecified)	0.8	1	-5	-0.4	12	10	3.7	6.6	16	-2	1.1
CC(C)CCn1c(SCc2ccc(Cl)cc2)nc2c1c(=O)[nH]c(=O)n2C	0.8	0.9	-3	0.2	9	8	-0.7	6.0	15	4	0.9
COn1c(=O)c(-c2cccs2)[n+]([O-])c2ccccc21	0.9	0.9	-14	-0.2	2	·	1.1	2.5	11	2	0.9
SMILES	Diaphorase act	PMI activator	TLR4 MyD88 comp	Hsp70 act	L major viab	S1P3 antagonist	Redox H2O2 prof	RAM inhibit	Diaph inh CS	G6PDH CS	PMI act hi M6P
COc1ccc(OC)c(S(=O)(=O)NCc2ccccc2)c1	0.9	1	-2	-0.1	-11	2	-0.2	-1.3	10	-1	1.1
Cc1cccc(C)c1NC(=O)COC(=O)CCC(=O)c1cccs1	1.1	1.1	-4	-0.2	-7	-9	-0.1	0.8	-7	7	1
O=C(Nc1c(C(=O)O)oc2ccc(Br)cc12)c1ccccc1	0.5	1	0	0.2	-7	-18	-0.7	4.8	46	2	1.1
CCOc1ncccc1C(=O)Nc1ccccc1C(=O)NCc1ccc2c(c1)OCO2	1	1	·	·	·	9	·	4.2	1	2	1
CCCCS/C(=C(/C#N)C(N)=O)c1cc2c([nH]1)CCCC2	1.1	1.1	8	0.2	51*	10	0.0	0.2	-12	11	1.2
Cc1nn(-c2ccccc2)c(N2CCCC2)c1/C=N/NC(=O)c1cc2ccccc2cc1O	0.9	0.9	3	-0.1	-9	-3	0.7	1.4	11	-4	1
CCCCCCN1C(=O)C(O)=C(C(C)=O)C1c1ccccc1[N+](=O)[O-] (stereo unspecified)	1	0.9	-4	-0.2	-6	6	2.4	3.3	5	18	0.7
Cc1ccc(-n2ncc3c(=O)n(CC(=O)OCc4ccccc4)cnc32)cc1	0.8	1	-10	0.3	-8	-28	0.1	-0.4	18	-6	0.9
CN1CCN(C(=O)C2(NC(=O)NCc3ccccc3)CCCCC2)CC1	1.2	1.2	2	0.4	0	·	-0.2	0.8	-24	14	1.2
CCOC1(c2ccccc2)OC(=O)c2ccccc21 (stereo unspecified)	0.9	0.9	-8	-0.2	-5	6	-0.5	1.1	9	3	0.9
Brc1ccc(CNCc2cccs2)cc1	0.9	1.2	-5	-0.3	-2	3	-0.3	1.9	9	2	1.2
COc1ccccc1CC(=O)Nc1ccccc1C(=O)O	1	1.1	-3	0.1	-6	·	0.2	-0.7	-2	11	1.1
CCOC(=O)N1CCN(C(=O)c2ccccc2NC(C)=O)CC1	·	·	-4	0.0	-2	-5	0.1	0.6	·	12	·
COC(=O)c1ccc(NC(=O)C2CCN(C(=O)c3cc(OC)c(OC)c(OC)c3)CC2)cc1	0.9	0.8	-5	-0.2	-1	·	0.1	3.6	11	1	0.8
CCCN(CCC)S(=O)(=O)c1ccc(C(=O)Nc2nc(-c3ccccc3)c(C(=O)OCC)s2)cc1	0.8	1.3	-2	-0.4	33	-14	0.7	3.5	17	-19	1.1
CCCN1C(=O)/C(=C/c2ccc(N3CCCC3)c(C)c2)NC1=S	1	0.8	37*	0.0	42	·	-6.6	5.4	4	12	0.8
Cc1ccc(C2c3c(C)nn(-c4ccc([N+](=O)[O-])cc4)c3N=C3C(=O)Nc4ccccc4N32)cc1 (stereo unspecified)	0.8	0.9	5	0.1	99*	1	-2.0	9.9*	18	-6	0.8
COc1cccc(C(=O)Nc2ccc(F)cc2F)c1	0.9	1	4	0.3	-2	·	2.2	-0.1	5	11	1
COc1cc(/C=N/NC(=O)Cn2nnc3ccccc32)ccc1O	1.1	1.1	4	0.2	-6	7	-1.7	-0.9	-8	0	1
CCN1CCN(C(CNC(=O)c2ccc3c(c2)OCO3)c2cccnc2)CC1 (stereo unspecified)	0.8	0.8	-13	0.1	-4	-5	-0.2	1.3	21	-12	0.9
Cc1cccc(C)c1NC(=O)c1cc(-c2ccccn2)nc2ccccc12	0.9	1.1	1	0.0	27	-2	-0.2	1.1	6	-9	1
CCOC(=O)c1sc(NC(=O)C2CC2)cc1C	0.9	1	3	-0.1	10	-18	-0.8	0.1	6	2	1
O=C(NCCCn1ccnc1)/C(=C\c1cccnc1)NC(=O)c1ccco1	1.1	1	4	0.1	-3	2	0.4	0.4	-6	9	1
CC1CCc2sc(C(=O)NCc3ccc(F)cc3)cc2C1 (stereo unspecified)	0.8	0.9	2	-0.2	-3	·	0.1	1.9	20	4	0.9
CCCNc1nc2ccccc2c(=O)[nH]1	1	1.2	-7	-0.2	4	-4	-1.3	0.9	-3	14	1.2
SMILES	Diaphorase act	PMI activator	TLR4 MyD88 comp	Hsp70 act	L major viab	S1P3 antagonist	Redox H2O2 prof	RAM inhibit	Diaph inh CS	G6PDH CS	PMI act hi M6P
COc1cccc2c1OCC(CN1CCN(Cc3ccccc3)C(CCO)C1)=C2 (stereo unspecified)	0.8	0.9	-4	-0.3	28	-14	-1.1	-0.2	19	10	0.9
COC(=O)c1cccc(NC(=O)CCCOc2cccc(C)c2)c1	0.9	1	1	-0.2	-4	·	-0.1	2.0	8	0	1
CSc1ccccc1NC(=O)Nc1ccc(F)c(Cl)c1	0.9	0.9	2	0.0	2	·	1.8	4.8	10	-2	1
C=CCn1c(SCC(=O)Nc2cccc(C(=O)OC)c2)nnc1C(C)NC(=O)c1cccs1 (stereo unspecified)	0.8	0.8	-5	0.1	-1	-17	-0.2	1.6	19	5	0.8
Cc1ccc(C(=O)Nc2cc([N+](=O)[O-])ccc2C)cc1	0.9	1.1	-4	0.5	0	1	-0.1	4.0	7	1	0.9
CCC1C(=O)N(C)CCc2ccccc21 (stereo unspecified)	1.1	1.1	-11	-0.4	-9	6	0.1	1.4	-8	-1	1.1
CCCc1nc2oc(C(=O)OCC)c(N)c2c2c1COC(C)(C)C2	0.9	1	-3	-0.4	10	9	-1.3	0.4	12	2	1
Cc1ccc(S(=O)(=O)N2CCC(C(=O)N3Cc4ccccc4C3)CC2)cc1	0.8	1.1	4	-0.1	-1	-4	1.4	1.5	23	8	0.9
CCc1ccc(C(=O)COC(=O)c2n[nH]c3ccccc23)cc1	0.9	1	3	0.6	-2	5	-0.6	2.4	15	-2	1.1

3 entries already listed, arranged by the number in PMI act hi M6P, descending.
| Molecule | PMI act hi M6P |
| --- | --- |
| CCc1ccc(C(=O)COC(=O)c2n[nH]c3ccccc23)cc1 | 1.1 |
| COC(=O)c1cccc(NC(=O)CCCOc2cccc(C)c2)c1 | 1 |
| Cc1ccc(C(=O)Nc2cc([N+](=O)[O-])ccc2C)cc1 | 0.9 |
